PriA SSB inh: inhibitors of Klebsiella pneumoniae PriA binding to SSB C-terminal tail; 0.6% of 430,000 active; AID 1272365; inhibition, % at 33 µM; AlphaScreen SSBct-PriA binding, biotinylated peptide; in the data active = inhibition mostly above about 37%, no sharp cut-off; inactive = mostly below about 20%;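 note: plate controls were negative control peptide for no effect and reference peptide for full effect; strong numbers were not always called active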
Y pestis TopoI: blocks Yersinia pestis topoisomerase I activity; Y. pestis Topo-I cleavage product accumulation, plate reader; activity, % at 10 µM; 0.064% of 360,000 active; in the data active = activity above about 50%, passing the limit was not always enough; note: inactives centre near 2
3CLpro inhibitor: SARS-CoV 3CLpro protease inhibition; recombinant SARS-CoV 3CLpro, quenched FRET peptide cleavage; inhibition, % at 6 µM; 0.14% of 290,000 active; in the data active = inhibition above about 12%
PrPC surface inh: reduces human prion protein on the cell surface. P04156. cell surface PrPC, TR-FRET read-out. inhibition, % at 13.8 µM. 0.43% of 370,000 active; in the data active = inhibition above about 24%; note: 0% = median of the test wells and 100% = reference compound wells
CCHF vOTU inh: blocks the CCHF virus ovarian tumor domain protease | AID 651958 | 0.55% of 370,000 active | inhibition, % at 11.5 µM | CCHFV vOTU protease, Pep-AMC fluorescence; in the data active = inhibition above about 30%; note: 0% = vehicle wells with enzyme and 100% = no enzyme wells
Rv3671c protease: inhibits the M. tuberculosis serine protease Rv3671c; P9WHR9; 0.048% of 320,000 active; inhibition, % at 5.96 µM; in the data active = inhibition above about 38%;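 note: extracellular domain of Rv3671c used as enzyme; 0% = enzyme with DMSO and 100% = no enzyme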
TcdB GH inh: TcdB glycohydrolase inhibition; 0.24% of 350,000 active; AID 652162; inhibition, % at 9.99 µM; TcdB glycohydrolase enzymatic assay, plate reader; P18177; in the data active = inhibition above about 10%
MazEF act: MazEF (E. coli) toxin RNase activation; P0AE70; FAM/BHQ RNA-DNA oligo cleavage fluorescence, 5 h; activation, % at 20 µM; 0.32% of 350,000 active; in the data active = activation above about 50%
DUSP3 inh: blocks human VHR1 dual specificity phosphatase. P51452. 0.52% of 290,000 active. AID 1654. inhibition, % at 13.3 µM. recombinant VHR phosphatase, pNPP absorbance; in the data active = inhibition above about 50%; note: some compounds called inactive have numbers as strong as hits
BH1578 lux ind: inducers of Vibrio cholerae quorum light production without autoinducers. V. cholerae BH1578 lux reporter, luminescence, 6 h. activation, % at 18.7 µM. 0.16% of 350,000 active; in the data active = activation mostly above about 9.7%, no sharp cut-off; note: not every result past the cut was called active; inactives centre near 0; reference of the scale not given here
* hit, by the source's call; i = inactive; / = not tested or not shown; & = joins results of further samples.

SMILES	PriA SSB inh	Y pestis TopoI	3CLpro inhibitor	PrPC surface inh	CCHF vOTU inh	Rv3671c protease	TcdB GH inh	MazEF act	DUSP3 inh	BH1578 lux ind
Cc1ccc(CN2[C@@H](CC(C)C)COCCS2(=O)=O)cc1	-14	14	/	-1	3	-2	1.4	9	/	-0.3
CC(C)CNC(=S)NC(=O)c1ccccc1Cl	-12	0	1	7	10	-4	/	1	-6	-3.7
CCc1nnc(NS(=O)(=O)c2ccc(NC(=S)NC(=O)c3ccc(Br)cc3)cc2)s1	-6	11	8	-3	20	-13	0.2	0	2	-4.2
COc1ccccc1N1CC(C(=O)Nc2nnc(SCc3cccnc3)s2)CC1=O (stereo unspecified)	12	4	3	2	-1	-2	0.5	3	6	-4.2
Cc1cc(NC(=O)CCC2CCCCC2)no1	-5	2	-4	1	5	-10	/	-2	4	-0.4
Cc1cccc(C(=O)NC(=S)NNC(=O)c2ccccc2Cl)c1	-13	-1	3	8	-6	-3	5.6	9	-5	-0.3
Brc1ccc(CSc2nnc(-c3ccccn3)n2Cc2ccco2)cc1	16	2	0	5	2	-13	/	-12	25	-2.4
CC(=O)Nc1nonc1NC(=O)COc1ccccc1	-2	8	4	4	-4	-2	0.8	-3	22	-0.1
CC(=O)C1=C(C)NC(=O)NC1c1ccccc1 (stereo unspecified)	-12	0	-5	-4	3	9	/	-2	21	-7.7
Cc1cccc(NC(=O)Cc2coc3ccc4ccccc4c23)n1	5&12	5	-2	2	-9	-17	/	10	10	-3.0
O=C(c1ccc(S(=O)(=O)Nc2ccccc2F)cc1)N1CCN(c2ccccc2O)CC1	11	-6	/	3	10	-4	-1.4	-3	/	-1.2
COc1ccnc(Oc2ccc(F)cc2)c1-c1ncn[nH]1	3	4	-2	-5	-14	5	0.2	13	24	-0.4
COc1cccc2cc(C(=O)C3=C(O)C(=O)N(CCN4CCOCC4)C3c3ccc(C)o3)oc12 (stereo unspecified)	1	7	-2	-2	21	-9	-0.9	5	-3	-0.2
c1ccc2c(-c3cc(C4CCNCC4)[nH]n3)cccc2c1	39*	2	1	-17	-3	9	0.8	-11	20	-0.4
C=CCSc1ccsc1C(=O)O	0	-2	4	3	-5	-3	/	2	31	i
O=C(Nc1nnc(C2CC2)s1)c1cccc(S(=O)(=O)N2CCc3ccccc32)c1	-8	12	1	-6	2	-1	/	-1	-8	19
O=C(Nc1ccccc1)N1C(=O)C2(OCCO2)c2ccccc21	-28	6	0	1	2	-5	/	7	1	i
CCOc1cc(N2CCOCC2)c(OCC)cc1NC(=O)c1ccc(OCc2c(C)noc2C)c(OC)c1	26	-2	-4	-1	-4	5	0.5	0	21	-0.2
O=C1C2CC=CCC2C(=O)N1c1ccc(NCCc2cccc(F)c2)c([N+](=O)[O-])c1 (stereo unspecified)	-14	-5	-1	-5	-3	2	/	-11	4	i
COc1cc(NC(=O)c2ccc(Br)cc2)ccc1NC(=O)c1cc2ccccc2o1	8	6	-3	8	-1	-3	-1.0	-34	9	1.5
CN1CCN(C(=O)c2ccc(CNS(=O)(=O)c3ccc(F)c(Cl)c3)cc2)CC1	-12&-2	0	-2	-11	2	/	0.5	-1	2	0.2
CCOC(=O)c1ccc(NC(=O)CCOc2ccccc2)cc1	-14	0	1	3	8	0	/	-5	20	i
CCn1c(CNc2ccc(Cl)cc2)nnc1SCC(=O)OC1CCCCC1	-8	19	0	4	17	2	/	-14	8	/
O=C(NC1CCCC1)C1CCC(CNS(=O)(=O)c2cccs2)CC1 (stereo unspecified)	4	-8	1	2	8	6	/	7	6	-2.7
CC(C)(C)c1ccc(OCCCC(=O)NNC(=O)c2ccccc2O)cc1	0	1	/	-2	12	7	1.9	-2	/	-1.4

Quoted from the listing:
`CC(C)CNC(=S)NC(=O)c1ccccc1Cl` | Rv3671c protease = -4
`COc1ccccc1N1CC(C(=O)Nc2nnc(SCc3cccnc3)s2)CC1=O` (stereo unspecified) | PriA SSB inh = 12

(list continues)
SMILES	PriA SSB inh	Y pestis TopoI	3CLpro inhibitor	PrPC surface inh	CCHF vOTU inh	Rv3671c protease	TcdB GH inh	MazEF act	DUSP3 inh	BH1578 lux ind
N#CCCn1cc(/C=C(\C#N)c2nc3ccccc3s2)c(-c2ccc(F)cc2)n1	-3	-5	2	2	0	0	/	53*	-14	i
O=C(Nc1ccc(Cl)c([N+](=O)[O-])c1)c1ccncc1	8	-6	2	-14	17	-7	1.8	-9	2	-2.2
O=S1(=O)CCOC[C@H](CC2CCCCC2)N1Cc1ccc(Cl)cc1	-2	-3	-3	5	9	3	1.1	9	17	i
COc1ccc(CCC(=O)N2CCCC(Nc3ccc(C)c(C)c3)C2)cc1OC (stereo unspecified)	16	24	1	1	8	2	1.9	6	-26	0.9
Cc1c(C(=O)O)oc2c1ccc1ccccc12	-13	-2	3	3	-2	-6	/	-7	-11	i
Cc1cc(=O)n2nc(N3CCCC(C(=O)NCCC4=CCCCC4)C3)sc2n1 (stereo unspecified)	-13	0	6	13	6	-19	/	2	-11	-1.2
Cn1ncc(C#N)c1/N=C/N(Cc1ccccc1)Cc1ccccc1	/	-4	0	2	0	6	/	-6	-4	/
CCOc1ccc(NC(=O)COC(=O)c2ccc3c(c2)OCCO3)cc1	0	9	/	-3	8	-12	2.7	1	/	i
CC(OC(=O)C1CCC1)C(=O)Nc1cc(Cl)cc(Cl)c1 (stereo unspecified)	-13	6	/	-9	10	5	2.9	5	/	-0.3
C=CCOC(=O)C1=C(C)NC(C)=C(C(=O)OCC=C)C1c1ccc(C)o1	-16	6	9	2	-6	-2	2.4	1	-8	-0.3
O=C(NCCCN1CCOCC1)c1ccccc1NS(=O)(=O)c1ccc(Br)cc1	-4	3	0	5	5	4	1.0	-4	22	-0.3
COC(=O)CCc1c(C)c(C(=O)c2ccco2)c2ccccn12	-4	0	2	-4	7	-5	/	-6	10	-1.3
CCOc1ccccc1NC(=O)C1CCCN(S(=O)(=O)c2cccc3cccnc23)C1 (stereo unspecified)	-1	5	-3	0	-2	-7	2.0	8	19	i
Cn1c(=O)c(Nc2ccc(O)cc2)c2c3c(cccc31)C(=O)c1ccccc1-2	90&12	-4	0	-42	12	34	-1.0	64*	17	-0.2
COC(=O)c1ccc(N2CCOCC2)c(NC(=O)c2ccc3c(c2)OCCO3)c1	7	7	0	3	-1	-3	-0.9	1	19	i
CC1c2nc3ccccc3n2C(CC(=O)NC2CC2)C(=O)N1Cc1ccccc1 (stereo unspecified)	-12	1	-3	4	-12	6	0.7	-4	23	-6.7
O=C(CN1C(=O)c2ccccc2S1(=O)=O)N1CCN(c2cccc(Cl)c2)CC1	-1	9	2	-1	6	-3	/	4	/	i
CC12CC3OC3CC1CCC1C2CCC2(C)C1CCC21OCCO1 (stereo unspecified)	-8	-5	/	-4	8	/	0.5	11	/	/
CC1(C)CC(=O)N(c2cccc(Cl)c2)C(=O)C1	-9	2	-4	-2	-5	-7	0.0	8	16	i
O=C(O)/C=C/C(=O)Nc1ccc(S(=O)(=O)N2CCCC2)cc1	-7	4	8	-3	-1	3	1.3	1	18	-0.3
Cc1ccc(NC(=S)NC2CC3CCC(C2)N3Cc2ccco2)cc1C (stereo unspecified)	3	-1	4	0	4	-5	0.6	2	5	-10
CS(=O)(=O)c1ccc(NC(=O)CCN2C(=O)C3CCCCC3C2=O)cc1 (stereo unspecified)	-4	-8	/	3	8	2	0.6	0	/	i
NC(=O)C1CCN(CCC(=O)Nc2ccc(Br)cc2)CC1	-8	1	1	4	16	2	/	-11	3	i
CN(CC(=O)Nc1ccc(F)cc1)C(=O)Cn1c(=O)oc2ccccc21	-2	1	/	2	-8	-8	0.4	-8	/	-1.3
O=C(CCCOC(=O)c1ccc(O)cc1O)c1ccc(Br)cc1	-4	-5	/	6	2	/	-0.9	1	/	-2.9

The final 5 records of the part above are carried over, then new ones follow:
SMILES	PriA SSB inh	Y pestis TopoI	3CLpro inhibitor	PrPC surface inh	CCHF vOTU inh	Rv3671c protease	TcdB GH inh	MazEF act	DUSP3 inh	BH1578 lux ind
Cc1ccc(NC(=S)NC2CC3CCC(C2)N3Cc2ccco2)cc1C (stereo unspecified)	3	-1	4	0	4	-5	0.6	2	5	-10
CS(=O)(=O)c1ccc(NC(=O)CCN2C(=O)C3CCCCC3C2=O)cc1 (stereo unspecified)	-4	-8	/	3	8	2	0.6	0	/	i
NC(=O)C1CCN(CCC(=O)Nc2ccc(Br)cc2)CC1	-8	1	1	4	16	2	/	-11	3	i
CN(CC(=O)Nc1ccc(F)cc1)C(=O)Cn1c(=O)oc2ccccc21	-2	1	/	2	-8	-8	0.4	-8	/	-1.3
O=C(CCCOC(=O)c1ccc(O)cc1O)c1ccc(Br)cc1	-4	-5	/	6	2	/	-0.9	1	/	-2.9
CCCCOc1ccc(C(=O)NCC(=O)N2CC=C(c3ccccc3)CC2)cc1	5	-8	/	-4	-6	2	5.0	-1	/	-0.4
Cc1cc(C)nc(SCC(N)=O)n1	-18&-10	3	0	10	0	6	0.2	3	10	i
CN1CCN(C(=O)c2ccccc2NC(=O)c2ccc(C(C)(C)C)cc2)CC1	5	-6	8	-1	-2	1	2.1	13	11	-15
CC1(C)CC(=O)c2cnc(NC3CC3)nc2C1	1	2	4	-3	3	-2	0.4	6	26	i
COc1ccc(Cl)cc1CSc1n[nH]c(C)n1	-8	-4	-2	5	10	0	1.5	6	8	-4.2
O=C(CC1CCCCC1)NCc1ccc(Cl)cc1	-4	8	-3	-10	-10	1	-1.5	2	18	0.0
Cc1cc(NC(=O)Nc2cc(Cl)sc2Cl)no1	-8	-4	2	6	7	-8	-1.0	-3	10	i
C/C=C/C=N/NC(=O)CN(c1ccc(Br)cc1)S(=O)(=O)c1ccccc1	/	13	0	4	0	-10	/	2	-7	-0.4
CC(C)Oc1ccc(CN2CCCC(CO)(Cc3ccc(F)cc3)C2)cc1 (stereo unspecified)	1	1	2	10	6	7	0.4	0	0	i
CCC(=O)N1CCC(C(N)=O)(N2CCCCC2)CC1	-11	-7	9	9	8	-5	0.7	7	-20	i
C=CCOC(=O)C1=C[C@H](c2csc3ccccc23)C[C@H](OCc2ccc(CO)cc2)O1	8	41	/	-7	0	-13	/	-2	/	-5.4
CCC1(C)NC(=O)N(CC(=O)Nc2cc(C)on2)C1=O (stereo unspecified)	-2	-4	/	3	-5	-9	0.1	5	/	-1.8
C=CCNc1nc(SCC=C)nc2ccsc12	-6	5	3	9	8	-8	/	-1	16	i
C/C(=N\OC(=O)c1ccc(Cl)cc1)c1sc(-c2ccccc2)nc1C	/	2	2	-5	-2	2	/	-10	32	-1.4
O=Cc1c(N2CCCCCC2)nc2ccccn2c1=O	4	3	-4	-1	2	-7	/	15	39	-0.5
CCOc1ccc(N(CC(=O)NCc2ccco2)S(=O)(=O)c2ccc(OC)c(OC)c2)cc1	-11	14	-2	-1	-8	3	/	5	-20	i
COc1ccccc1N1CCN(CCCCCCOc2ccc(F)cc2)CC1	13	32	1	4	-5	1	0.3	-6	20	-2.1
C[C@H](CO)N1C[C@H](C)[C@H](CN(C)C(=O)Nc2ccc(C(C)(C)C)cc2)OCc2cnnn2CCCC1=O	/	13	/	9	-4	/	2.2&1.5	6	/	1.0
CC(=O)OC(C(=O)NCc1ccco1)c1cccnc1 (stereo unspecified)	-5	0	2	-1	9	0	/	3	2	i
Cc1noc(C)c1COc1ccc(C(=O)Nc2ccccc2)cc1	6	5	0	-2	9	6	1.3	10	37	i
COC(=O)c1ccc(NC(=O)Nc2ccccc2F)cc1	-27	-9	-1	12	6	-12	1.3	-4	33	1.7
O=C(CC12CC3CC(CC(C3)C1)C2)NC(=S)Nc1ccc(CN2CCOCC2)cc1	-2	-5	1	-1	-5	3	-0.8	11	13	-0.3
Cc1nc2ccccc2c(=O)n1NC(=O)c1ccc(Cl)cc1	-7	7	0	1	-2	-2	2.2	4	16	i
COC(=O)c1ccc(CSc2nnc3sc4ccccc4n23)o1	-8	-11	-5	5	9	8	/	-4	4	/

A portion of the library; count on the stated rates, not on these rows.
